Screens as filed in PubChem BioAssay.
pPAFAH FP inh = pPAFAH enzyme inhibitors, primary screen, biochemical, fluorescence polarization, human; Platelet-activating factor acetylhydrolase (Homo sapiens), Q13093; recombinant pPAFAH, FP-rhodamine probe fluorescence polarization; inhibition, % at 3.39 µM; 330,000 compounds, 1.5% hits; AID 463082, 2010;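 active = inhibition above the mean inhibition across the screen plus 3 SD, cut at about 25% in these data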;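 also: inhibitors block binding of the rhodamine activity-based probe so polarization drops; 0% = enzyme with DMSO and 100% = wells lacking pPAFAH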
Target sequence (Q13093 whole entry, looked up): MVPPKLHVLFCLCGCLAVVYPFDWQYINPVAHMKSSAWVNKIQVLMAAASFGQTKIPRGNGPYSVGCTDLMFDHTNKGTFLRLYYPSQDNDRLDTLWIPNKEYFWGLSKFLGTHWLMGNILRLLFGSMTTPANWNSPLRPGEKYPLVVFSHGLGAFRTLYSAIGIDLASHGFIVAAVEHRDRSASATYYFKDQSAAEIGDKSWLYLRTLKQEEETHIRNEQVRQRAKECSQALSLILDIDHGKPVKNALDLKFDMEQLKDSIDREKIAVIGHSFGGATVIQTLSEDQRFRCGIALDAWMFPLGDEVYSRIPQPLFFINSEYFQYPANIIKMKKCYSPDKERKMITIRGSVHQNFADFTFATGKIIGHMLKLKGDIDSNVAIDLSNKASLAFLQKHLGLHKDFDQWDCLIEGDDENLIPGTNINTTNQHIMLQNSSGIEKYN
LYPLA1 inh = LYPLA1 inhibitors, primary screen, counter-screen for PME1 inhibitor project, biochemical, fluorescence polarization, FP-Rh probe ABPP; 320,000 compounds, 0.16% hits; recombinant LYPLA1; inhibition, % at 5.9 µM; AID 2174, 2009; Acyl-protein thioesterase 1 (Homo sapiens), O75608;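 active = inhibition above the mean of all tested compounds plus 3 SD, set per campaign, cut at about 14% in these data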;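 also: inhibitors block serine hydrolase probe labeling of LYPLA1 so polarization falls; 0% = enzyme with DMSO and 100% = wells lacking LYPLA1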
Target sequence (O75608 whole entry, looked up): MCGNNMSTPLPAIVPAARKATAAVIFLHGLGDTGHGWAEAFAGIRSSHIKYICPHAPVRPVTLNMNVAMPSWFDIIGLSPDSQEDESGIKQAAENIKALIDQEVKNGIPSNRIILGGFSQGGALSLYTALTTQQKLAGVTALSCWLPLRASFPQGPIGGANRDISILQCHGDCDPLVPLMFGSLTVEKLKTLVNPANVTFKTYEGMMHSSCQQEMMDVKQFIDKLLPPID
PME-1 primary = PME-1 inhibitors via competitive probe labeling, primary screen, biochemical, fluorescence polarization, FP-Rh probe, HTS; Protein phosphatase methylesterase 1 (Homo sapiens), Q9Y570; recombinant PME-1; inhibition, % at 5.9 µM; 320,000 compounds, 0.53% hits; AID 2130, 2009;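 active = inhibition above the campaign mean of all compounds plus 3 SD, cut at about 26% in these data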;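 also: competitive labeling of PME-1 active site by serine hydrolase directed probe; 0% = PME-1 with DMSO and 100% = wells lacking PME-1 enzyme; inhibitors block probe labeling so polarization falls and inhibition rises; many of its hits are not listed in these tables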
LYPLA2 inh = LYPLA2 inhibitors, primary screen, counter-screen for PME1 inhibitor project, biochemical, fluorescence polarization, FP-Rh probe ABPP. Acyl-protein thioesterase 2 (Homo sapiens), O95372. recombinant LYPLA2. inhibition, % at 5.9 µM. 320,000 compounds, 0.38% hits. AID 2177, 2009;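 active = inhibition above the screen-wide mean plus 3 SD, limit set per campaign, cut at about 26% in these data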;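 also: 0% = LYPLA2 with DMSO and 100% = wells lacking LYPLA2 enzyme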
PAFAH1B3 inh = PAFAH1B3 enzyme inhibitors, primary screen, biochemical, fluorescence polarization, human. Platelet-activating factor acetylhydrolase IB subunit alpha1 (Homo sapiens), Q15102. recombinant PAFAH1B3, FP-rhodamine probe. inhibition, % at 3.39 µM. 340,000 compounds, 0.28% hits. AID 492972, 2010;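 active = inhibition above the screen-wide average of all tested compounds plus 3 SD, cut at about 25% in these data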;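 also: 0% = enzyme with DMSO only and 100% = wells lacking PAFAH1B3 protein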
Target sequence (Q15102 whole entry, looked up): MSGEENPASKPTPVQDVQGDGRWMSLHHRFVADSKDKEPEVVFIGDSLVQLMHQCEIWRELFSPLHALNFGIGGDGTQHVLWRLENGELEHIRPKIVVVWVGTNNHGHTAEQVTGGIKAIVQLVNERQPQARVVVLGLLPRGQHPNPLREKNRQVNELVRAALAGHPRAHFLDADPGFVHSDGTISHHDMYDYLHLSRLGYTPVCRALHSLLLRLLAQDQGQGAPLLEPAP
PAFAH1B2 inh = PAFAH1B2 enzyme inhibitors, primary screen, biochemical, fluorescence polarization, human; Platelet-activating factor acetylhydrolase IB subunit alpha2 (Homo sapiens), P68402; recombinant PAFAH1B2, FP-rhodamine activity probe; inhibition, % at 3.39 µM; 340,000 compounds, 1.2% hits; AID 492953, 2010;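 active = inhibition above the mean of all tested compounds plus 3 SD, cut at about 24% in these data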;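 also: 0% = enzyme with DMSO and 100% = wells lacking PAFAH1B2; many of its hits are not listed in these tables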
PAD4 inh = human PAD4 inhibitors, primary screen, biochemical, fluorescence polarization, 1536-well format | Protein-arginine deiminase type-4 (Homo sapiens), Q9UM07 | recombinant PAD4, RCA probe fluorescence polarization | inhibition, % at 6.36 µM | 330,000 compounds, 0.41% hits | AID 485272, 2010;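 active = percent inhibition above a cutoff equal to the mean of all tested compounds plus 3 SD, cut at about 15% in these data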;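 also: 0% = PAD4 with RCA probe and DMSO and 100% = probe without PAD4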
GSTO1 inh = inhibitors of recombinant GSTO1, primary screen, counter-screen for RBBP9 inhibitor project, biochemical, fluorescence polarization; Glutathione S-transferase omega-1 (Homo sapiens), P78417; activity-based probe fluorescence polarization; inhibition, % at 5.96 µM; 300,000 compounds, 1.1% hits;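 active = inhibition above the campaign mean inhibition plus 3 SD, cut at about 35% in these data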;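 also: 0% = GSTO1-1 with DMSO and 100% = wells lacking GSTO1-1 enzyme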
PREPL inhibitor = PREPL enzyme inhibitors, primary screen, biochemical, fluorescence polarization; Prolyl endopeptidase-like (Homo sapiens), Q4J6C6; recombinant PREPL, fluorescence polarization activity-based probe; inhibition, % at 5.96 µM; 320,000 compounds, 0.68% hits; in the data active = inhibition above about 43%;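 also: 0% = enzyme with DMSO and 100% = wells lacking enzyme; many of its hits are not listed in these tables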
The depositor's hits bear a star; nt = no result given. Not all compounds are listed; the hit share may differ from the screen's.

SMILES	pPAFAH FP inh	LYPLA1 inh	PME-1 primary	LYPLA2 inh	PAFAH1B3 inh	PAFAH1B2 inh	PAD4 inh	GSTO1 inh	PREPL inhibitor
CCOc1ccc(S(=O)(=O)N2CCC(C(=O)N3CCN(Cc4ccccc4)CC3)CC2)cc1	-4	3	-7	8	6	-2	-5	-1	12
CCOC(=O)c1nnn(CC(=O)Nc2ccccc2)c1C(=O)OCC	3	-2	-2	-1	4	-2	-1	4	-10
Cc1oc(-c2ccccc2Cl)nc1CS(=O)(=O)CC(=O)NC(C)c1ccccc1 (stereo unspecified)	8	0	-4	2	4	8	0	1	-17
Cn1c(N)c(C(=O)COC(=O)CNC(=O)c2ccccc2Cl)c(=O)n(C)c1=O	2	-1	-3	8	6	2	-4	nt	4
Cc1nn(Cc2ccccc2)c(N)c1C#N	-5	-1	0	-3	3	1	3	5	7
CCOC(=O)c1sc2cc([N+](=O)[O-])cc(SCC(C)C)c2c1N	4	-1	0	-2	-1	-1	-5	-1	-6
O=C(Nc1cccc(C(F)(F)F)c1)c1cccnn1	7	1	0	-1	4	2	6	-4	0
CCC(C)(C)NC(=O)C(OC(=O)c1cc2sccc2n1C)c1ccc(OC)cc1 (stereo unspecified)	3	2	3	5	5	4	0	-4	0
CCOC(=O)c1c(NC(=O)c2cccs2)sc(CC)c1-c1cccs1	2	-2	-7	0	-4	-1	0	2	7
Cc1ccc(OCC2Cn3c(nc4c3c(=O)[nH]c(=O)n4C)O2)cc1C (stereo unspecified)	2	-3	-3	-4	3	8	0	1	4
CCCCCCn1c(N2CCC(C(N)=O)CC2)nc2c1c(=O)[nH]c(=O)n2C	-1	4	-1	4	2	2	-3	-10	0
CC(=O)N(Cc1cccnc1)c1cccc(-c2nc3ccccc3s2)c1	4	0	-3	8	3	1	-7	5	-17
CC(C)(C)C1=Nn2c(nnc2-c2ccco2)SC1	2	-1	0	5	1	3	3	4	13
Cc1c(NC(=O)C2(c3ccccc3)CCOCC2)c(=O)n(-c2ccccc2)n1C	9	1	-3	-4	1	3	-1	-1	-2
CN1C(=O)CC2(CC(=O)N(Cc3ccccc3)C2)C1=O (stereo unspecified)	4	1	2	3	0	3	6	-6	0
CCCCSC(=O)Nc1ccccc1	6	-5	1	5	-4	3	7	-7	-2
CC(OC(=O)Cc1coc2ccc3ccccc3c12)C(=O)Nc1ncc(Cl)cc1Cl (stereo unspecified)	20	-4	-3	-9	-2	-1	-10	-1	6
CCCCNC(=S)NNC(=O)c1cccnc1	-1	0	-5	-3	8	-3	-6	0	-2
CC(C)[C@H](NC(=O)OCc1ccccc1)C(=O)OCc1ccccc1	7	0	2	-8	-4	5	1	7	-20
CC(C)(C)C(=O)[C@@H]1[C@@H]2C(=O)N(c3ccc4c(c3)OCCO4)C(=O)[C@@H]2C2c3ccccc3C=CN21 (stereo partly specified)	15	-1	-6	0	4	1	5	23	-1
CCCC(=O)Nc1ccc(NC(=O)CCc2ccccc2)cn1	5	4	0	2	1	-2	-5	-2	1
CCN(CCO)Cc1csc2ccccc12	2	-2	-4	0	2	2	1	-2	16
Cc1cc(C)n2nc(C(=O)OCC(=O)N(CCC#N)c3ccc(F)cc3)nc2n1	-1	1	2	-2	8	1	0	8	3
CCn1c(SCC(=O)c2ccccc2)nnc1-c1cccs1	3	-2	-7	-1	7	6	1	6	0
Cc1ccc(-c2nnn(CC(=O)N(Cc3cccs3)C(C(=O)NCC3CCCO3)c3ccco3)n2)o1 (stereo unspecified)	1	0	-1	-2	9	2	0	8	-3
N#Cc1nc(COc2cccc(Cl)c2)oc1NCc1ccco1	7	-1	0	8	-2	8	6	30	6
Cc1csc(CNC(=O)C2CCC(=O)N(CCc3cccc(F)c3)C2)n1 (stereo unspecified)	1	-3	2	2	4	4	-4	4	-11
CCCC(C(=O)NC1CCCCC1)N(Cc1ccco1)C(=O)CNS(=O)(=O)c1ccccc1 (stereo unspecified)	3	4	3	6	5	2	1	-10	19
C=CCN(CC=C)C(=O)Nc1cc(Cl)ccc1OC	1	-2	1	-3	-5	3	9	7	3
Cc1ccc(-c2cc(Cc3cccs3)c(=O)[nH]n2)cc1	13	-2	1	3	13	6	-6	1	-133
COCCn1nnnc1C(c1cccs1)N1CCN2CCCC2C1 (stereo unspecified)	0	0	4	-1	-1	9	-2	-3	7
CCc1nc2ccc(C(=O)Nc3nnc(C)s3)cc2nc1CC	3	-2	0	-2	9	8	-4	-8	-5
Cc1cc(C)cc(C(=O)Nc2nnc(SCC(=O)NCC3CCCO3)s2)c1 (stereo unspecified)	-1	1	-2	4	-4	5	-1	-19	11
COc1ccc(C(=O)NCC(=O)N/N=C/c2ccc([N+](=O)[O-])s2)cc1OC	7	-2	11	-4	2	6	-1	28	2
CCOC(=O)CSc1nnc(Cc2ccccc2)n1Cc1ccco1	3	2	2	1	12	4	-3	-1	3
CC(C)C[C@H]1CN=C(Nc2ccccc2)N1CC1CCC(C(C)(C)C)CC1 (stereo partly specified)	1	-1	2	-6	-2	12	-1	0	25
COC(=O)c1cnn(-c2nc3c(C)cccc3s2)c1C	1	-1	-8	1	6	4	0	14	7
CNC(=S)NNC(=O)c1cccs1	6	2	0	7	11	8	-1	5	-1
CC(NCCc1ccc(O)cc1)C(O)c1ccc(O)cc1 (stereo unspecified)	0	-1	-2	1	11	1	1	2	3
COc1cc(/C=N/Nc2nc(=O)[nH]nc2C)cc([N+](=O)[O-])c1O	3	-1	4	1	7	-3	6	1	-32
CC(CCc1ccccc1)NC(=O)CNC(=O)COc1ccccc1 (stereo unspecified)	2	-3	-3	10	2	-1	30*	11	-7
NC(=O)N1CCN(C(=O)c2ccco2)CC1	4	1	-6	0	4	0	1	8	-1
COC(=O)Cc1c(C)c2ccc(OCC(=O)NC3CCS(=O)(=O)C3)cc2oc1=O (stereo unspecified)	1	0	-3	0	-4	3	-2	-2	-3
COc1cc(C(=O)N(Cc2cc3cc(C)ccc3[nH]c2=O)CC2CCCO2)cc(OC)c1OC (stereo unspecified)	0	1	-4	2	0	5	1	1	13
COc1ccc(S(=O)(=O)Nc2cccc3c2O[C@H](CN(C)C(=O)Nc2ccc4c(c2)OCO4)[C@@H](C)CN([C@H](C)CO)C3=O)cc1	7	nt	nt	nt	7	5	7	nt	12
O=C(O)CNC(=S)N(Cc1ccccc1)Cc1cccs1	2	2	-5	2	8	13	-1	-4	14
COc1ccc(Cl)cc1S(=O)(=O)N(C)CC(=O)N1CCOCC1	-2	-2	2	-2	-4	-1	-6	2	8
CCNc1nc(Oc2ccc(=O)n(-c3ccccc3)n2)nc(N(C)C)n1	2	4	-1	-1	6	3	2	0	20
O=c1c2ccccc2n2nnnc2n1-c1ccccc1	-2	0	-1	5	8	-2	1	9	11
O=C(NCCO)C(=O)NCC1CCCN1S(=O)(=O)c1cccs1 (stereo unspecified)	5	-1	-1	6	7	1	1	-3	1
O=C(NN=C1CCCCCC1)c1c[nH]c2ccccc12	2	3	-1	1	-1	4	-2	-2	12
O=C(CCCN1C(=O)/C(=C\c2ccccc2)SC1=S)Nc1ccc(O)cc1	6	-3	5	4	nt	nt	-8	-3	24
Cc1nn(-c2ccccc2)c(N)c1C(c1ccccc1)c1c(C)nn(-c2ccccc2)c1N	-1	0	-1	-3	6	-1	2	-1	3
Cc1ccc(S(=O)(=O)N[C@H](C(=O)N2CCC(C(=O)N[C@@H](CC(=O)O)C(=O)O)CC2)C(C)C)cc1	-4	-2	1	5	2	1	2	-2	7

In a second layout: results already given
Results follow in this order: pPAFAH FP inh, LYPLA1 inh, PME-1 primary, LYPLA2 inh, PAFAH1B3 inh, PAFAH1B2 inh, PAD4 inh, GSTO1 inh, PREPL inhibitor
- O=C(NN=C1CCCCCC1)c1c[nH]c2ccccc12
  2, 3, -1, 1, -1, 4, -2, -2, 12
- CCCC(=O)Nc1ccc(NC(=O)CCc2ccccc2)cn1
  5, 4, 0, 2, 1, -2, -5, -2, 1
- CC(NCCc1ccc(O)cc1)C(O)c1ccc(O)cc1 (stereo unspecified)
  0, -1, -2, 1, 11, 1, 1, 2, 3
- CC(C)(C)C1=Nn2c(nnc2-c2ccco2)SC1
  2, -1, 0, 5, 1, 3, 3, 4, 13

Look-ups from above:
CC(CCc1ccccc1)NC(=O)CNC(=O)COc1ccccc1 (stereo unspecified) in LYPLA1 inh → -3
O=C(O)CNC(=S)N(Cc1ccccc1)Cc1cccs1 in LYPLA1 inh → 2

Single records, as listed above. Order of screens: pPAFAH FP inh, LYPLA1 inh, PME-1 primary, LYPLA2 inh, PAFAH1B3 inh, PAFAH1B2 inh, PAD4 inh, GSTO1 inh, PREPL inhibitor
Results for `CN1C(=O)CC2(CC(=O)N(Cc3ccccc3)C2)C1=O` (stereo unspecified) = 4, 1, 2, 3, 0, 3, 6, -6, 0
Results for `CC(OC(=O)Cc1coc2ccc3ccccc3c12)C(=O)Nc1ncc(Cl)cc1Cl` (stereo unspecified) = 20, -4, -3, -9, -2, -1, -10, -1, 6
